High-throughput results from PubChem BioAssay.
XIAP antagonists = XIAP antagonists, biochemical, IAP family, fluorescence polarization (AID 1018); XIAP BIR domain, fluorescence polarization peptide displacement; higher % means a stronger effect; displacement, % at 20 µM; hits with a dose series show IC50 in µM; actives 0.007% (n = 200,000); in the data active = displacement above about 50%; note: a part of the inactive calls stands beside numbers as strong as those of hits
PMI inhibition = human PMI inhibitors, high substrate, primary screen, biochemical, fluorescence intensity, high mannose 6-phosphate (AID 1220); recombinant PMI enzyme, coupled fluorescence intensity; higher % means a stronger effect; inhibition, % at 20 µM; hits with a dose series show IC50 in µM; actives 0.66% (n = 190,000)
LYP phosphatase = PTPN22 lymphoid phosphatase activity blockers – biochemical, fluorescence intensity, uHTS (AID 1779). recombinant LYP phosphatase, fluorescence intensity; higher % means a stronger effect. inhibition, % at 11.5 µM; hits with a dose series show IC50 in µM. actives 0.054% (n = 290,000);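 note: plate controls were vehicle with enzyme for no effect and no enzyme for full effect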
PMI inhibitors = MPI enzyme activity inhibition – biochemical, fluorescence intensity, coupled assay, primary screen (AID 1209); purified PMI enzyme, coupled fluorescence intensity; higher % means a stronger effect; actives 0.42% (n = 190,000); inhibition, % at 20 µM; hits with a dose series show IC50 in µM;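 note: plate controls were DMSO vehicle for no effect and wells lacking substrate for full effect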
Yfh1-off respiration = enhancers of respiration in Yfh1-depleted yeast, dose response, Friedreich's ataxia, plus single-dose screen (AID 1465). fold induction at 50 µM; hits with a dose series show EC50 in µM. S. cerevisiae Yfh1-off respiration, WST-1 reduction, 72 h; higher fold induction means a stronger effect. actives 0.074% (n = 220,000);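 active = fold induction of absorbance versus untreated yeast above a set limit, then at least 30% activation at any dose in follow-up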;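 note: activators that raise dye reduction in frataxin-depleted yeast; strong numbers were not always called active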
TNAP activators = human TNAP enzyme activators, primary screen, biochemical, luminescent, no phosphate acceptor, uHTS (AID 1001) | purified TNAP, luminescent activation assay, no phosphate acceptor; higher activation fold means a stronger effect | activation fold at 20 µM; hits with a dose series show EC50 in µM | actives 0.03% (n = 200,000); in the data active = activation fold from about 3, or a potency from the dose series; inactive = the rest, 99 in 100 with activation fold below about 1.6; note: many of its hits are not listed in these tables
P. falciparum M1AAP = malaria alanyl aminopeptidase activity blockers – biochemical, fluorogenic H-Leu-NHMec substrate, 1536-well (AID 1445). inhibition, % at 30 µM, or IC50 in µM where a hit was titrated. actives 0.42% (n = 220,000). recombinant M1AAP, H-Leu-NHMec fluorogenic kinetic assay; higher % means a stronger effect;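 active = primary inhibition above the hit cutoff, then over 50% inhibition at one or more dose response concentrations, cut at about 23% in these data, passing the limit was not always enough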;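 note: plate controls were DMSO full reaction for no effect and no enzyme background for full effect; strong numbers were not always called active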
P. falciparum M17LAP = P. falciparum M17LAP inhibitors, primary screen, biochemical, fluorogenic H-Leu-NHMec substrate, 1536-well (AID 1619); inhibition, % at 30 µM; hits with a dose series show IC50 in µM; actives 0.38% (n = 220,000); recombinant M17LAP, H-Leu-NHMec fluorogenic kinetic assay; higher % means a stronger effect;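 active = compound inhibiting the enzyme by more than half at any dose during confirmatory dose-response retesting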;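 note: plate controls were full reaction with DMSO carrier for no effect and no enzyme background for full effect; strong numbers were not always called active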
WT yeast gro inh = growth inhibition of WT yeast, mitochondrial fusion screen | mitochondrial fusion phenotypic screen, WT strain | actives 2.1% (n = 190,000) | inhibition, % at 10 µM; in the data active = inhibition above about 58%; tested in S. cerevisiae
WT yeast gro inh mutant strain = also measured in WT yeast gro inh; calls as there; inhibition, %; mitochondrial fusion phenotypic screen, mutant strain inhibition
The depositor's hits bear a star; i = inactive; . = no result given. Cut-off read from the data, not from the text of the source, unless noted: active = inhibition above about 50%; inactive = the rest. Compounds as they come; 3.7% or so of the library scored in one or more.

SMILES	XIAP antagonists	PMI inhibition	LYP phosphatase	PMI inhibitors	Yfh1-off respiration	TNAP activators	P. falciparum M1AAP	P. falciparum M17LAP	WT yeast gro inh	WT yeast gro inh mutant strain
CCN(CC)CCN(Cc1cc2cc3c(cc2[nH]c1=O)OCCO3)C(=S)NCC1CCCO1 (stereo not given)	-3.6%	7%	2%	1%	i	1	12%	-56%	-17	-13
COc1ccc(C(=O)/C=C/Nc2cccc(C)n2)cc1OC	-5.2%	-6%	-4%	-11%	i	1.1	-1%	3%	7	-2
Cc1ccc(NC(=O)COc2ccc(Br)cc2CO)cc1	-6.7%	-1%	-3%	2%	i	1.1	2%	-4%	-8	13
Cc1ccc(NC(=O)CNC2CCS(=O)(=O)C2)cc1C (stereo not given)	.	-11%	-4%	-15%	i	1	-3%	1%	0	4
Cc1cc(C)c2c(n1)sc1c(N3CCN(C)CC3)ncnc12	.	.	-4%	.	i	.	9%	10%	.	.
CCN(c1ccccc1)c1cc(C)nc2nc(C)nn12	-8.4%	5%	-5%	6%	i	1.1	-2%	10%	8	9
Cn1c(=O)c2c(nc(SCC(=O)NCc3ccco3)n2C)n(C)c1=O	-1.5%	1%	-2%	0%	i	1.2	13%	6%	-14	1
CCN(CC)C(=O)C1CCCN(C(=O)Nc2ccccc2)C1 (stereo not given)	-7.2%	10%	-9%	13%	i	1	3%	11%	-13	5
COc1ccc(-c2csc(-c3cc4ccccc4oc3=N)n2)cc1	1.6%	17%	3%	19%	i	1	4%	7%	3	0
CCOc1ccc(-n2c(COc3ccc(C)cc3)nnc2SCC(N)=O)cc1	-5.3%	-1%	-9%	4%	i	1	-9%	7%	18	3
C/C(=N\NC(=O)Cc1c(C)[nH][nH]c1=O)c1ccc2ccccc2c1	-8.9%	-5%	6%	8%	i	1	0%	14µM*	14	2
Cc1cccc(C)c1OCCOCCN1CCN(C)CC1	-4.5%	0%	-2%	0%	i	1.2	4%	1%	-9	5
CC1CCN(C(=O)CSc2ccc(-c3ccccc3)nn2)CC1	-5.4%	11%	-2%	6%	i	1.1	5%	-4%	-1	-1
C/C(CCN1CCCCc2nc(C)c(C)cc21)=N\OC[C@@H](O)[C@H]1O[C@@H]2OC(C)(C)O[C@@H]2[C@H]1O	-1.7%	-3%	-2%	-6%	i	1.1	-6%	-2%	20	-20
CCOC(=O)CC(=O)CSc1nc2c(sc(=S)n2-c2ccccc2)c(=O)[nH]1	0.8%	2%	-6%	0%	i	1	21%	41µM*	-9	20
Cc1cccc(OCC(O)Cn2c(=N)n(CCN3CCCCC3)c3ccccc32)c1 (stereo not given)	-1.3%	28%	-7%	9%	i	1.1	0%	15%	4	-1
CCOc1ccc(N(CC(=O)NCc2ccccc2)S(C)(=O)=O)cc1	-4.2%	3%	1%	3%	i	1.1	3%	-2%	14	0
CCCc1nc(N)c(C#N)c(-c2cccnc2)c1CC	-0.8%	10%	-7%	6%	i	1.1	3%	6%	-1	-2
COc1ccc2nc(N3CCCC3)[nH]c2c1	-2.9%	16%	-7%	14%	i	1.1	11%	0%	-9	-10
CC1Sc2ccc(C(=O)O)cc2NC1=O (stereo not given)	-9.9%	8%	-8%	11%	i	1.1	5%	12%	3	18

P. falciparum M17LAP: entries above that show a hit
canonical_smiles	XIAP antagonists	PMI inhibition	LYP phosphatase	PMI inhibitors	TNAP activators	P. falciparum M1AAP	P. falciparum M17LAP	WT yeast gro inh mutant strain
C/C(=N\NC(=O)Cc1c(C)[nH][nH]c1=O)c1ccc2ccccc2c1	-8.9%	-5%	6%	8%	1	0%	14µM*	2
CCOC(=O)CC(=O)CSc1nc2c(sc(=S)n2-c2ccccc2)c(=O)[nH]1	0.8%	2%	-6%	0%	1	21%	41µM*	20

Further records follow:
SMILES	XIAP antagonists	PMI inhibition	LYP phosphatase	PMI inhibitors	Yfh1-off respiration	TNAP activators	P. falciparum M1AAP	P. falciparum M17LAP	WT yeast gro inh	WT yeast gro inh mutant strain
CC(=O)n1cc([C@@H]2C=C(C(=O)N3CCN(Cc4ccccc4)CC3)O[C@H](OCc3ccc(CO)cc3)C2)c2ccccc21	-5.3%	24%	1%	9%	i	1.1	5%	3%	21	15
CCCC(=O)Nc1c(C)n[nH]c1C	-7.4%	5%	-3%	6%	i	1.1	1%	-2%	-5	4
CCN=C1SC(C(=O)Nc2cc(Cl)cc(Cl)c2)CC(=O)N1CC (stereo not given)	-5.0%	-5%	-2%	-5%	i	1.1	.	.	0	4
CCn1c(N2CCN(S(=O)(=O)c3ccccc3C(F)(F)F)CC2)nc2ccccc21	-1.8%	-2%	-1%	6%	i	1.1	2%	6%	23	10
CSc1cccc(NC(=S)N2CCC(N(C)C3CCCC3)CC2)c1	-6.3%	4%	7%	-7%	i	1	10%	9%	-20	21
CCn1c(Cc2ccccc2)nnc1SCC(=O)Nc1ccccc1	-6.5%	3%	-1%	-11%	i	1	-4%	10%	8	-9
O=C(CCl)Nc1ccc2c(c1)OCO2	-16%	6%	-3%	-5%	i	1	0%	5%	-2	-4
CCN(CC)c1ccc(C(=O)O)cc1	-16%	1%	-12%	4%	i	1	-1%	24%	16	0
Oc1c(Cl)cc(Cl)cc1/C=N/NC(=S)NC1CC2C=CC1C2 (stereo not given)	.	.	-3%	.	i	.	16%	2%	.	.
CC(=O)Nc1c(C)nn(-c2ccc([N+](=O)[O-])cc2)c1C	-1.3%	.	1%	.	i	1.1	15%	20%	1	0
Cn1c(=O)c2c(nc(-n3ccnc3)n2Cc2ccccc2)n(C)c1=O	-11%	8%	2%	8%	i	1	14%	-2%	-11	2
CC(C)C(NC(=O)C1CCCCC1)C(=O)Nc1ccncc1 (stereo not given)	-16%	6%	-5%	13%	i	1.1	-10%	-6%	-10	-95
COc1cc(N/C=C(\C(C)=O)c2ccccc2)cc(OC)c1	-9.0%	18%	0%	20%	i	1.1	5%	-3%	12	6
CC(=O)Nc1ccc(OS(=O)(=O)c2ccc(C)cc2C)cc1	-6.3%	12%	-7%	22%	i	1.1	3%	9%	-5	-4
COc1ccc(C(=O)N2CCC(C(=O)Nc3ccc4c(c3)OCO4)CC2)cc1	-7.1%	5%	-6%	7%	i	1	0%	23%	1	-2
CCc1ccc(Nc2n[n+](C)c(-c3ccc(C(=O)O)cc3)s2)cc1	.	.	-1%	.	i	.	9%	16%	.	.
N/C(Cc1ccc([N+](=O)[O-])cc1)=N\OC(=O)C1CCCCC1	-7.2%	.	-2%	.	i	1	7%	-18%	-36	-30
COc1ccccc1C(=O)N/C(=C\c1ccccc1)C(=O)NC(C)C(=O)O (stereo not given)	-4.2%	.	-6%	.	i	1	10%	17%	-9	-13
NC1=NS(=O)(=O)NC1c1ccc(Cl)cc1 (stereo not given)	-7.1%	-7%	-12%	1%	i	1.1	1%	7%	20	9
O=C(Cn1cncn1)NCc1cccc(C(F)(F)F)c1	-11%	8%	-12%	6%	i	1.1	-1%	0%	2	1
COC(=O)CNc1cccc(C(F)(F)F)c1	-1.3%	-1%	-2%	-1%	i	1.1	.	.	-5	5
COc1ccccc1N/C(N)=N/c1nc(C(F)(F)F)cc(=O)[nH]1	0.5%	9%	-3%	1%	i	1.1	4%	0%	-17	3
Cc1nc2ncnn2c(N2CCC(C(=O)NC3CCCC3)CC2)c1Cc1ccccc1	-11%	8%	0%	9%	i	1.1	5%	7%	0	10
Cc1ccc(CC2C(=O)N(c3ncccn3)C(=O)C2C)cc1 (stereo not given)	-2.5%	-7%	-7%	-7%	i	1.2	-4%	2%	16	5
O=c1oc2c(CN3CCCCC3)c(O)ccc2c2c1CCCC2	-16%	4%	-21%	6%	i	1.2	65µM*	i	-13	-5
CC1CCc2c(nc3ncnn3c2N2CC(C)OC(C)C2)C1 (stereo not given)	-6.0%	-12%	-8%	-8%	i	1.1	16%	17%	8	-11
COc1ccccc1/C=N/NC(=O)C(=O)N1CCN(c2ccccc2OC)CC1	-5.7%	2%	-8%	7%	i	1	4%	9%	-4	-16
O=C(CCC1CCCC1)Nc1ccccc1-c1ccccc1	-5.8%	-1%	0%	3%	i	1.1	0%	7%	44	20
CC(C)CNC(=O)C1CCCN(C(=O)NCc2ccccc2)C1 (stereo not given)	-3.8%	-4%	-8%	-4%	i	1.1	4%	5%	-1	-7
CCC(=O)N1CCc2cc(S(=O)(=O)NC(Cc3ccccc3)C(=O)NC3CCCCC3C)ccc21 (stereo not given)	-8.7%	-6%	-1%	0%	i	1.1	9%	2%	9	18
O=S(=O)(Nc1ccccc1N1CCCCC1)c1ccc(Cl)s1	-4.4%	-8%	-5%	4%	i	1	-1%	4%	21	17
CCc1c(C(=O)NCc2ccc3c(c2)OCO3)[nH]c(C)c1C(C)=O	-0.6%	-6%	-6%	-6%	i	1.1	3%	-11%	13	-5
Fc1ccc(-c2csc(-c3ccccn3)n2)cc1F	-12%	-7%	-8%	-6%	i	1.1	-3%	-1%	16	21
C/C(=N/OC(=O)c1ccc(Cl)cc1Cl)c1oc(C)nc1C	.	.	-8%	.	i	.	5%	-1%	.	.
COc1ccc(Cc2nnc(NS(C)(=O)=O)s2)cc1	-4.6%	-2%	-11%	12%	i	1.1	4%	11%	8	5
O=C(Nc1ccccc1)N(O)c1ccc(Cl)cc1	-1.8%	22%	0%	31%	i	0.9	2%	6%	17	22
Cc1cc(C)c(C#N)c(SCC(=O)OC2CCCCC2)n1	-0.4%	18%	-2%	18%	i	1.1	7%	-1%	5	7
C/C(CC(=O)NC1CCCCC1)=N\NC(=O)COc1ccc(C)cc1Br	-1.1%	-6%	-2%	-5%	i	1.1	4%	-3%	12	15
CCCN1CCC(NC(=O)Nc2cc(Cl)ccc2OC)CC1	-6.5%	2%	2%	7%	i	1	-2%	-4%	-17	-5
C=CCNC(=O)c1ccccc1CCc1ccccc1	-2.8%	-2%	-4%	-3%	i	1	-4%	4%	1	9

Quoted at random: 2 compounds from above
SMILES	XIAP antagonists	PMI inhibition	LYP phosphatase	PMI inhibitors	Yfh1-off respiration	TNAP activators	P. falciparum M1AAP	P. falciparum M17LAP	WT yeast gro inh	WT yeast gro inh mutant strain
Cc1cccc(C)c1OCCOCCN1CCN(C)CC1	-4.5%	0%	-2%	0%	i	1.2	4%	1%	-9	5
CCn1c(Cc2ccccc2)nnc1SCC(=O)Nc1ccccc1	-6.5%	3%	-1%	-11%	i	1	-4%	10%	8	-9

(next part)
SMILES	XIAP antagonists	PMI inhibition	LYP phosphatase	PMI inhibitors	Yfh1-off respiration	TNAP activators	P. falciparum M1AAP	P. falciparum M17LAP	WT yeast gro inh	WT yeast gro inh mutant strain
Cc1noc(C)c1S(=O)(=O)Nc1ccccc1Oc1ccccc1	.	.	-3%	.	i	.	13%	-1%	.	.
O=C(COc1ccccc1)Nc1nc2ccccc2[nH]1	-3.9%	2%	-2%	1%	i	1.2	1%	-11%	-3	7
CCOC(=O)C1CCN(C(=O)Nc2ccc(Cl)cc2)CC1	-10%	4%	-1%	1%	i	1.1	5%	3%	11	-5
O=C(NCc1ccccn1)C1CCCCC1	-5.3%	-11%	-1%	-19%	i	1.1	7%	0%	5	5
Cn1c(Cn2nnc3ccccc32)nnc1SCC(=O)N1c2ccccc2CCc2ccccc21	-4.7%	10%	-5%	5%	i	1.2	-1%	2%	0	4
O=C1C2CCCN2C(=O)N1CCCCN1CCN(CCO)CC1 (stereo not given)	-3.8%	-1%	34%	-6%	i	1	2%	-5%	-2	-22
Cc1cccc(N(CC(=O)NCc2ccccc2)C(=O)Cn2nnc(-c3ccc(C)o3)n2)c1	-4.5%	4%	-4%	-6%	i	1.1	2%	2%	2	6
